Screening data from PubChem BioAssay.
Dynein cargo inh: blocks dynein driven cargo transport along microtubules. 3617.4 mouse cells, GR-EGFP nuclear translocation imaging; test concentration mostly 20 µM; stimulated with dexamethasone, 1 µM; active compounds read low. z-score, hits read low. actives 0.47% (n = 220,000). AID 1381;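 active = plate z-score of nuclear minus cytoplasmic receptor signal below a set negative limit, without overly bright fluorescence or cell loss, cut at about -3.5 in these data, passing the limit was not always enough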;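 note: z-score of nuclear minus cytoplasmic ring GR-EGFP intensity difference per well; some compounds called inactive have numbers as strong as hits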
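Buffer or medium: tet-free, stripped-serum medium; Also added: dexamethasone, 1.0 µM final; Technique: high-content fluorescence imaging after fixation; Times: 48 h induction, 1 h compound, 30 min dex at 37 °C; Read-out: per-cell GR-EGFP intensity, nucleus versus surrounding cytoplasmic ring, well-averaged.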
bCat nuc transl: modulators of beta-catenin nuclear translocation | HeLa beta-catenin nuclear translocation, immunofluorescence imaging | nuclear translocation activity, % at 5 µM | actives 0.3% (n = 190,000);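 active = nuclear translocation activity above 50% at 5 µM, with a well cell count of 50 or more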;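 note: per-cell ratio of nuclear to cytoplasmic median beta-catenin stain intensity; plate controls were DMSO negative control for no effect and GSK-3 inhibitor IX positive control for full effect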
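test system = HeLa cells, endogenous beta-catenin | dosing = single 5 µM dose plus 0.02–20 µM confirmation series | times = compound treatment 24 h, 37°C, 5% CO2 | technique = beta-catenin immunofluorescence imaging with DAPI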
Autophagy mod: modulators of autophagy. MEF GFP-LC3 puncta imaging; test concentration mostly 10 µM. calls only at 10 µM (by protocol). actives 0.98% (n = 190,000);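 active = percentage of spot-positive cells more than 3 SD above its plate mean, without a fluorescence outlier flag or 80% toxicity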;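 note: spot-positive cell cutoff set from DMSO-treated cells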
Hep lipid drop: modulators of hepatic lipid droplet formation. AML12 mouse hepatocytes, oleate lipid droplets, BODIPY imaging. inhibition, % at 6.5 µM. actives 0.4% (n = 240,000). AID 1656;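 active = lipid droplet intensity inhibited by at least 50%, with more than 500 cells counted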
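Material – AML12 mouse liver cells · Also added – oleate loading, 100 µM · Compound dosing – 6.5 µM single-point dosing · Times – overnight treatment with compound plus oleate · Measured by – fluorescence imaging, 20x objective, two fields per well · Read-out – percent inhibition of filter-corrected integrated lipid droplet intensity per well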
WT yeast gro inh: growth inhibition of WT yeast, mitochondrial fusion screen; mitochondrial fusion phenotypic screen, WT strain; inhibition, % at 10 µM; actives 2.1% (n = 190,000); in the data active = inhibition above about 58%; tested in S. cerevisiae
MT stabilizer: microtubule stabilizers in HeLa cells. HeLa tubulin immunostaining HCS, 24 h; share of cells brighter than vehicle mean+2SD. % tubulin-high responders, % at 10 µM. actives 0.83% (n = 200,000);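 active = plate Z-score above 3 for both tubulin-high and condensed-nucleus cell shares, with cell loss under 80%, at 10 µM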;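 note: anti alpha tubulin signal scored within the nucleus-defined area of each cell; some results filed as inactive read as strong as hits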
ER stress rescue: rescue of cells from ER stress-induced death, primary screen, 384-well, CSM14.1, thapsigargin, ATP luminescence (AID 1222); CSM14.1 thapsigargin-induced death rescue, ATP luminescence; higher % means a stronger effect; one-dose cellular ATP content (survival), % at 20 µM; EC50 in µM for titrated hits; 190,000 tested, under 10 active;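 active = EC50 below 50 µM in the dose-response confirmation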;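 note: death triggered by thapsigargin at about 15 µM added after 2 h compound pretreatment; cell ATP read after overnight thapsigargin exposure of roughly 18 to 22 hours; normalized against plate controls of thapsigargin alone and 5% DMSO vehicle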
Insulin prom up: MIN6 insulin promoter up-regulation. MIN6 insulin promoter-GFP reporter, high-content imaging; active compounds read high. z-score at 5 µM. actives 0.3% (n = 190,000);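 active = z-score above 3 at 5 µM with at least 500 cells counted in the well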
XIAP antagonists: small molecules displacing peptide from XIAP – biochemical, IAP family, fluorescence polarization (AID 1018); XIAP BIR domain, fluorescence polarization peptide displacement; higher % means a stronger effect; one-dose displacement, % at 20 µM; IC50 in µM for titrated hits; actives 0.007% (n = 200,000); in the data active = displacement above about 50%; note: a part of the inactive calls stands beside numbers as strong as those of hits
WT yeast gro inh mutant strain: also measured in WT yeast gro inh; calls as there; inhibition, %; mitochondrial fusion phenotypic screen, mutant strain inhibition
Dynein cargo inh cytoplasmic EGFP: also measured in Dynein cargo inh; calls as there; z-score; measured here: cytoplasmic GR-EGFP intensity; active compounds read high
Dynein cargo inh nuclear GR-EGFP: further read-out of Dynein cargo inh, marked with its call; z-score; measured here: nuclear GR-EGFP intensity;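 lower value marks the stronger effect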
Dynein cargo inh cell count: further read-out of Dynein cargo inh, marked with its call; z-score; measured here: cell count per field
Insulin prom up cell count: second read-out of Insulin prom up, no call of its own (marks repeat the call); cell count; measured here: cytotoxicity, nuclei count;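 total cells summed across four imaged fields per well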
Hep lipid drop cells 6.5 µM: also measured in Hep lipid drop; calls as there; cell count; measured here: cell count, cytotoxicity flag;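 cells counted across two imaged fields per well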
bCat nuc transl cell count 5 µM: also measured in bCat nuc transl; calls as there; cell count; measured here: cell count, cytotoxicity flag
MT stabilizer Hoechst-high %: further read-out of MT stabilizer, marked with its call; % Hoechst-high responders; measured here: nuclear condensation Hoechst responders;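 share of cells brighter than vehicle mean plus two SD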
MT stabilizer cytotoxicity %: further read-out of MT stabilizer, marked with its call; toxicity, %; measured here: cytotoxicity by cell density;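 0% = mean cell density of plate MIN control wells and 100% = no cells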
Autophagy mod cell loss 18 h: second read-out of Autophagy mod, no call of its own (marks repeat the call); toxicity, %; measured here: cell loss, nuclei count;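 cell loss after 18 h compound exposure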
Starred values were filed as active, the others as inactive; i = inactive; / = no result given.

SMILES | Dynein cargo inh | Dynein cargo inh cytoplasmic EGFP | Dynein cargo inh nuclear GR-EGFP | Dynein cargo inh cell count | bCat nuc transl | bCat nuc transl cell count 5 µM | Autophagy mod | Autophagy mod cell loss 18 h | Hep lipid drop | Hep lipid drop cells 6.5 µM | WT yeast gro inh | WT yeast gro inh mutant strain | MT stabilizer | MT stabilizer Hoechst-high % | MT stabilizer cytotoxicity % | ER stress rescue | Insulin prom up | Insulin prom up cell count | XIAP antagonists
COCCCNC(=O)Cn1c(=O)n(CC(=O)NCCc2ccc(OC)c(OC)c2)c(=O)c2sccc21 | 2.79 | -0.368 | 0.392 | -0.286 | -3.8 | 929 | i | -4.5 | 3.8 | 698 | -10.6 | -4.3 | 1.8 | 2.9 | 8.1 | -2.4% | -0.31 | 1543 | -4.5%
O=C(c1ccc(Cl)c([N+](=O)[O-])c1)N(Cc1ccc(F)cc1)C1CCS(=O)(=O)C1 (stereo not drawn) | -0.159 | 0.187 | 0.578 | -0.634 | -1.3 | 1356 | / | / | 6.6 | 723 | / | / | / | / | / | / | 0.67 | 1042 | /
CCN1CCN(C(c2ccc(OC)cc2)c2nnnn2Cc2ccc3c(c2)OCO3)CC1 (stereo not drawn) | -0.43 | -0.365 | -0.499 | 0.733 | -0.5 | 1472 | i | 1.7 | -3.4 | 671 | -5.8 | -3.8 | 3.9 | 2.3 | 8.8 | 2.1% | -0.52 | 1509 | -5.1%
Cc1ccc(-c2cc(-c3nnc(SCC(=O)NC(C)C(C)C)n3N)c3ccccc3n2)cc1 (stereo not drawn) | 0.334 | -0.177 | 1.1 | -0.236 | 0.6 | 1382 | i | -28.6 | / | / | 22.0 | 15.9 | 2.6 | 1.6 | 9.6 | -0.8% | -1.38 | 1648 | -3.1%
S=c1[nH]c(-c2ccccc2)cn1/N=C/c1ccccc1Br | 0.515 | -0.315 | 0.763 | -0.563 | -3.0 | 1052 | i | 7.9 | -9.3 | 702 | 68.5* | 62.8* | 4.0 | 2.9 | 0.1 | 1.1% | -0.3 | 1064 | -2.4%
Cc1ccc(C(=O)C(C)[n+]2cccc(C(N)=O)c2)cc1 (stereo not drawn) | 0.0835 | -0.307 | 0.024 | 0.175 | 1.3 | 1118 | i | 17.5 | 10.9 | 638 | 4.8 | 8.0 | 1.6 | 1.9 | 9.6 | / | 0.36 | 1317 | -3.6%
N#Cc1c2n(c(=O)[nH]c1=O)CCCCC2 | -0.33 | -0.0776 | -0.24 | 0.806 | 1.0 | 559 | i | 2.5 | 41.4 | 700 | 1.1 | -1.8 | 1.4 | 1.6 | 4.4 | -3.3% | -0.02 | 1079 | -6.1%
CCN(CC)CCN1C(=O)C(=O)/C(=C(/O)c2c(C)[nH]c(C(=O)OC)c2C)C1c1cccnc1 (stereo not drawn) | -0.169 | -0.312 | -0.307 | 0.572 | -2.2 | 1070 | i | 0.6 | 3.1 | 610 | -0.8 | -5.7 | 4.2 | 4.5 | 4.9 | -1.5% | 1.6 | 1779 | -5.6%
CCC(Nc1nc(-c2ccccc2)nc2ccccc12)C(=O)O (stereo not drawn) | 0.178 | -0.274 | 0.155 | 0.375 | / | / | i | -2.6 | 2.7 | 743 | -9.6 | -5.9 | 2.1 | 0.9 | 5.8 | -0.3% | -0.02 | 902 | 2.3%
O=C(/C=C/c1ccccc1)NCC(=O)N/N=C/c1ccccc1[N+](=O)[O-] | 0.669 | -0.105 | 0.209 | -0.41 | -0.9 | 1098 | i | 1.7 | -14.2 | 765 | 16.9 | 16.2 | 5.9 | 1.1 | 4.2 | 3.9% | / | / | 4.1%
Cc1cc(NC(=O)c2cccc(Oc3ccccc3)c2)n[nH]1 | 0.281 | -0.203 | 0.392 | -0.237 | -0.5 | 1107 | i | 4.5 | -15.5 | 703 | 20.3 | 39.1 | 7.3 | 2.1 | 6.1 | 1.1% | -0.75 | 1269 | -1.0%
O=C(O)C1CCCN1c1nc(C(F)(F)F)nc2ccccc12 (stereo not drawn) | 1.16 | -0.264 | 0.664 | 0.107 | -2.6 | 1093 | i | -32.2 | 22.6 | 653 | -6.8 | -3.1 | 2.6 | 1.3 | 5.1 | -0.8% | -0.65 | 1655 | -3.4%
COc1ccc(OC)c(-n2c(-c3ccccc3)n[nH]c2=S)c1 | -0.193 | -0.32 | -0.295 | 0.333 | -1.1 | 1109 | i | 5.0 | -2.4 | 738 | -14.2 | -5.8 | 0.9 | 1.5 | 8.2 | -0.2% | 0.16 | 996 | -1.6%
Cc1ccccc1NC(=S)Nc1ccc2[nH]c(=O)[nH]c2c1 | 0.07 | -0.201 | -0.0583 | 0.219 | -1.6 | 1171 | / | / | 6.4 | 738 | / | / | / | / | / | / | -0.12 | 1247 | /
Cc1cc(C)nc(NC(=O)Cc2ccc(Br)cc2)n1 | 0.655 | -0.27 | 0.591 | -0.207 | -1.9 | 1018 | i | 15.8 | 2.9 | 709 | -4.5 | 3.0 | 2.2 | 2.3 | 5.0 | -0.7% | 0.2 | 1627 | -2.7%
CCn1c(SCC(=O)NCc2cccs2)nnc1-c1ccco1 | 2.03 | 0.000441 | 1.59 | -2.18 | -3.9 | 1012 | i | 23.2 | / | / | -13.9 | 5.5 | 2.2 | 2.0 | 6.1 | -2.2% | 0.55 | 1171 | -2.4%
CCCCc1nc(SCC(=O)Nc2ncccn2)n[nH]1 | 0.52 | -0.235 | -0.144 | -0.264 | -0.1 | 1322 | i | 8.4 | / | / | -7.5 | -18.5 | 0.3 | 1.4 | 6.8 | 1.5% | -0.05 | 1507 | -2.4%
COc1ccc(C(=O)N(C)Cc2ccccc2)cc1Br | 0.277 | -0.252 | 0.0172 | -0.0701 | 0.3 | 1197 | i | 18.4 | 0.5 | 679 | -25.8 | 7.8 | 1.9 | 3.5 | 7.5 | 2.2% | -0.4 | 1522 | 1.5%
O=C(O)COc1ccc2c3c(c(=O)oc2c1)CCC3 | -0.0161 | -0.329 | 0.167 | 0.275 | -1.3 | 1420 | i | 3.3 | / | / | -16.2 | 8.9 | 2.4 | 2.0 | 4.6 | -0.9% | 0.37 | 1582 | -1.4%
O=c1cc(N2CCN(c3ccc(F)cc3)CC2)[nH]c(=O)n1Cc1ccc(F)cc1 | -0.524 | -0.119 | -0.269 | 0.931 | -1.5 | 1088 | i | 6.3 | 1.1 | 633 | 1.9 | -6.8 | 5.1 | 4.7 | 3.8 | -1.0% | 0.04 | 1945 | -4.1%
CCCCn1c(=O)c(CCC(=O)O)nc2ccccc21 | 1.55 | -0.169 | 1.32 | -1.52 | -2.3 | 1074 | i | -2.1 | -4.5 | 770 | -4.9 | -7.5 | 3.2 | 2.4 | 5.6 | -2.2% | 0.93 | 1280 | -7.9%
CCc1ccc2nc(N)sc2c1 | -0.304 | -0.185 | 0.184 | 0.000561 | -1.0 | 1080 | i | -6.9 | -14.3 | 728 | 0.4 | 37.5 | 5.4 | 2.2 | 7.5 | -1.5% | -0.15 | 1140 | -6.6%
COc1ccc(NC(=O)C(Cl)=C(Cl)Cl)cn1 | -4.49* | 0.813* | -2.31* | 0.218* | -0.1 | 1154 | i | 5.2 | -3.6 | 640 | 16.6 | 11.7 | 5.5 | 2.6 | 9.3 | -0.9% | -1.48 | 1049 | -7.0%
CCCOc1ccc(N2C(=O)CC(N3CCCC(C(=O)N4CCCC4)C3)C2=O)cc1 (stereo not drawn) | -0.226 | -0.265 | -0.441 | -0.242 | / | / | i | -16.1 | -5.4 | 653 | -0.1 | 9.2 | 3.5 | 2.1 | 6.4 | / | / | / | -5.5%
Nc1nc(CSc2nc3ccccc3[nH]2)cs1 | -0.618 | -0.315 | -0.426 | 0.591 | -0.7 | 957 | i | 3.1 | / | / | -1.6 | 5.3 | 4.9 | 2.7 | 8.1 | -0.6% | 0.57 | 1210 | -5.6%
CCOC(=O)C1(c2csc(N)n2)COC(=O)C1 (stereo not drawn) | -0.875 | -0.0714 | -0.231 | 0.317 | -1.8 | 1006 | i | -1.8 | -0.8 | 716 | 2.0 | -1.9 | 1.5 | 1.3 | 9.3 | -0.7% | -0.82 | 1960 | -1.6%
COc1ccc(/C=N\NC(=O)c2nn(C)cc2Cl)cc1CN1CCOCC1 | 0.555 | -0.156 | 0.479 | -0.957 | 3.7 | 354 | i | 3.3 | 12.2 | 735 | 2.0 | -11.6 | 5.0 | 2.3 | 4.8 | -1.6% | 0.05 | 1164 | -1.2%
CCOC(=O)Nc1ccccc1C(=O)N1CCOCC1 | -0.109 | -0.117 | -0.0357 | 0.95 | -1.5 | 1223 | i | 0.9 | / | / | 11.0 | 6.2 | 9.2 | 2.1 | 6.1 | -0.8% | 1.23 | 1330 | -1.9%
CCCCCC(C)NC(=S)NC(=O)c1cc(S(=O)(=O)N2CCOCC2)ccc1C (stereo not drawn) | 0.383 | -0.288 | 0.348 | -0.605 | -1.0 | 984 | i | 4.0 | -6.2 | 641 | 20.7 | 1.8 | 2.2 | 3.5 | 11.0 | -1.0% | -1.76 | 878 | -9.2%
CC(C)CCOc1cccc(OCC(=O)NC2CCS(=O)(=O)C2)c1 (stereo not drawn) | 0.541 | -0.244 | 0.602 | 0.121 | -1.8 | 1157 | i | 4.1 | 6.8 | 781 | -10.4 | -1.8 | 4.2 | 1.7 | 7.3 | 1.8% | -0.3 | 845 | -0.7%
